Screening data as filed in PubChem.
CHOP inhibitor = CHOP inhibition in unfolded protein response. CHO-K1 CHOP-promoter luciferase, tunicamycin-induced, 15-18 h. inhibition, % at 10 µM. actives 3.8% (n = 220,000). AID 2732;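 active = compounds that reduced the stress-induced luciferase reporter signal by more than about 70% of percent inhibition, limit read from the data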;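 note: 0% = tunicamycin plus vehicle and 100% = wells without tunicamycin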
zfTRPN1 agonist = agonists of zebrafish TRPN1 channel; actives 0.18% (n = 220,000); HEK293 zebrafish TRPN1-YFP, Fluo-8 calcium fluorescence; 100% = response to 87 µM carbachol; AID 1424; activation, % at 3 µM;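 active = activation above its plate's cutoff, the mean activation of test wells on that plate plus 3 SD, cut at about 19% in these data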;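 note: 0% = DMSO alone and 100% = 87 µM carbachol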
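Material: zebrafish TRPN1-YFP in HEK293 cells. Doses: one dose of 3 µM, 0.3% DMSO. Incubation: dye 1 h 37 °C plus 30 min RT. Measured by: intracellular calcium fluorescence with Fluo-8.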
S1P4 antagonist = blocks the human S1P4 receptor | S1P4-expressing cells, antagonist mode, reporter read-out | O95977 | actives 0.26% (n = 220,000) | inhibition, % at 4.98 µM; in the data active = inhibition above about 29%;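 note: 0% = wells stimulated with agonist and 100% = vehicle wells without agonist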
NPY Y1 blocker = antagonists of human neuropeptide Y receptor Y1 | HEK293-CNG Y1 cells, membrane potential fluorescence; NPY at EC95, then isoproterenol | AID 1040 | inhibition, % at 3.6 µM | P25929 | actives 1% (n = 200,000);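 active = inhibition above the campaign mean inhibition of all tested compounds plus 3 SD, cut at about 20% in these data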;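 note: 0% = DMSO wells given NPY plus isoproterenol and 100% = isoproterenol alone without NPY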
Target sequence (P25929 whole entry, looked up): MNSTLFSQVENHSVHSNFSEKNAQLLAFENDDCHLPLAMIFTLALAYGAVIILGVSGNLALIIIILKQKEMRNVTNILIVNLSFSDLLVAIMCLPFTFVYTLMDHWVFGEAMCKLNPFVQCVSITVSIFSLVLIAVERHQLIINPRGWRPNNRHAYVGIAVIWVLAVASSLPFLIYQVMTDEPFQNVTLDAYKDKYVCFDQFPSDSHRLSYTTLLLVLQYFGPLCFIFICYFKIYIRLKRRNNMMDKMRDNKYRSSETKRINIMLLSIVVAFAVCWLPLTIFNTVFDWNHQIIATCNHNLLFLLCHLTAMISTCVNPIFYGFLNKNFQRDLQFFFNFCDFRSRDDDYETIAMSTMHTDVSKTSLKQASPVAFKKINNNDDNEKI
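System: HEK293 cells with Y1 receptor plus CNG channel / Probe or stimulus: NPY 25 nM then isoproterenol 1 µM plus Ro 20-1724 25 µM / Compound: one concentration, 3.6 µM, in 0.4% DMSO / Schedule: compound incubation 1 h at room temperature, readout 45 min post-stimulation / Measured by: membrane potential fluorescence / Read-out: % inhibition of NPY effect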
S1P4 ag = agonists of human S1P4 receptor; activation, % at 4.98 µM; S1P4-expressing cell line, agonist reporter assay; O95977; actives 0.35% (n = 220,000); in the data active = activation above about 11%;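 note: 0% = DMSO vehicle and 100% = reference agonist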
NPY1 pot ag = potentiates or activates human NPY-Y1 receptor | P25929 | NPY-Y1 expressing cells, potentiator/agonist activation | activation, % at 3.6 µM | actives 0.37% (n = 220,000); in the data active = activation above about 33%, passing the limit was not always enough;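 note: cells stimulated with NPY at EC10 then isoproterenol at EC100; 0% = low agonist plus stimulus and 100% = saturating agonist plus stimulus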
NPY-Y2 PAM-ag = potentiates or activates human NPY-Y2 receptor | P49146 | cells expressing NPY-Y2, potentiator/agonist read-out | activation, % at 3.6 µM | actives 0.45% (n = 220,000) | AID 1359; in the data active = activation above about 27%;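 note: cells stimulated with NPY near EC25 plus isoproterenol at EC100; 0% = vehicle plus submaximal agonist and 100% = vehicle plus saturating agonist; some results beyond the cut were filed as inactive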
Target sequence (P49146 whole entry, looked up): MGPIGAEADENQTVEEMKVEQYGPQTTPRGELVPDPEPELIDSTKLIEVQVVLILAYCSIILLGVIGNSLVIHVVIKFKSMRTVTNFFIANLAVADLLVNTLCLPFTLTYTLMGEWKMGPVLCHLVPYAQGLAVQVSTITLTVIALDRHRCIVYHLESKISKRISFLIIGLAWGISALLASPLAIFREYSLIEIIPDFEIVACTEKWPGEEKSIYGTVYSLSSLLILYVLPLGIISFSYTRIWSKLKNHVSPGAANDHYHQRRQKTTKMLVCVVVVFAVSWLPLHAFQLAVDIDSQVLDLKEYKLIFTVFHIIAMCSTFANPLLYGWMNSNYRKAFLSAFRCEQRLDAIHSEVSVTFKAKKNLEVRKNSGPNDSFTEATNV
TRPML3 agonist = human mucolipin-3 channel agonism; HEK293 TRPML3-YFP, Fluo-8 calcium fluorescence; 100% = the carbachol control signal; activation, % at 3 µM; actives 0.29% (n = 220,000); AID 1448; Q8TDD5;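 active = activation above its plate's cutoff, the mean activation of the plate's test wells plus 3 SD, cut at about 12% in these data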;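 note: 0% = DMSO only wells and 100% = carbachol wells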
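Test system: TRPML3-YFP stable HEK293 cells. Doses: single point at 3 µM. Incubation: dye loading 1 h 37 °C then 30 min ambient, 125 s read. Signal: Fluo-8 calcium dye fluorescence, ex 470-495, em 515-575 nm. Measure: percent activation from peak-to-basal fluorescence ratio, scaled between DMSO and carbachol.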
EP2 modulator = EP2 receptor (human) modulation; actives 0.83% (n = 260,000); induction, % at 25 µM; EP2-expressing cells, cAMP HTRF FRET, PGE2 co-stimulation; P43116; AID 940;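 active = compounds whose cAMP rise, as percent of the full-agonist control response, exceeds 60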;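 note: rat C6 glioma line stably carrying human EP2 under a CMV promoter; the protocol text gives 20 µM as final concentration; 100% = response of wells given 1 µM PGE2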
* hit, by the source's call; . = not tested or not shown; & = joins results of further samples.

SMILES	CHOP inhibitor	zfTRPN1 agonist	S1P4 antagonist	NPY Y1 blocker	S1P4 ag	NPY1 pot ag	NPY-Y2 PAM-ag	TRPML3 agonist	EP2 modulator
CC(=O)N1CCN=C1SCc1ccccc1F	4	0.4	-7	3	-0.6	10	-9	-0.2	15
CCOC(=O)c1oc2cccc(O)c2c1C	31	-1.1	-1	2	0.2	-25	-19	0.2	-1
Cc1cccc(NC(=O)COc2ccccc2)c1	13	-1.0	-17	1	0.7	-5	13	0.4	-3
COc1cccc(C(=O)Nc2ccc3nc(N4CCN(c5ncccn5)CC4)cc(C)c3c2)c1OC	47	1.6	-7	7	-1.9	-10	-12	-0.1	-15
Clc1ccc(Cl)c(OCc2cc(-c3ccccc3Cl)on2)c1	4	0.7	-19	-6	0.5	5	-18	0.6	13
CCn1c(Cc2ccccc2)nnc1SCC(=O)Nc1cc(C)on1	16	-0.6	-12	4	2.0	12	-5	-0.6	7&8
C=CCC1S/C(=N/N=C/c2cccs2)NC1=O (configuration not stated)	2	0.4	-9	-3	1.0	3	-5	-0.2	22
CCCN1CNC(=S)N(c2ccccc2C)C1	6	-0.4	-22	7	1.4	6	5	-0.3	10
O=C(Nc1nccs1)C(c1ccccc1)N1CCCC1 (configuration not stated)	7	-0.5	-17	4	3.1	21	1	0.8	10
CC(C)(C)NC(=O)c1ccccc1NC(=O)C1CCCO1 (configuration not stated)	-1	0.4	5	-7	-0.8	-15	-16	0.7	-3
Cc1ccc(OCCC(=O)OCC(=O)Nc2ccc(Cl)cn2)cc1	74*	1.2	-26	2	0.3	-19	0	0.0	-1
Cc1ccc(-n2nc(C)c3c2OC(N)=C(C#N)C3c2ccccc2F)cc1 (configuration not stated)	96*	-0.5	9	-5	-3.7	-10	-11	0.6	-12
N#CC1=C(N)N(c2ccc(F)cc2)C(=O)C1	-17	1.0	-13	1	-0.6	-13	-8	0.2	7
O=c1[nH]c(=O)n(Cc2ccccc2)c2c1C(C(F)(F)F)(C(F)(F)F)N=C(c1ccco1)N2	16	2.8	-10	4	0.0	16	10	0.6	-13
COc1cc(/C=C2/CCC/C(=C\c3cc(O)c(OC)c(Cl)c3)C2=O)cc(Cl)c1O	80*	2.2	-10	-6	0.7	-6	-7	0.8	5
O=C(CN1CCN(S(=O)(=O)c2ccc(Cl)s2)CC1)N1CCOCC1	-4	-1.8	-15	.	0.8	21	20	1.1	-21
CCc1ccc(NC(=O)CSc2nc(O)cc(=O)n2C2CCCC2)cc1	8	6.6	5	-5	1.2	7	12	0.0	0
CCc1cccc2c(C(=O)COC(=O)c3cccc(S(=O)(=O)N(C)C4CCCCC4)c3)c[nH]c12	27	0.8	-19	-2	-0.4	2	-1	4.4	-9
Cc1c(C(=O)Nc2ccc3c(c2)OCCO3)sc2nc(-c3ccccc3)cn12	55	5.5	3	20	2.1	-28	-17	1.7	-76
O=C(Nc1ccc2[nH]c(=S)sc2c1)Nc1ccccc1F	0	1.1	-3	.	0.6	24	15	-0.1	-19
CCOC(=O)C1=C(C)N(Cc2ccc(C(=O)O)cc2)C(=O)NC1c1ccc([N+](=O)[O-])cc1 (configuration not stated)	6	1.6	-15	0	0.5	1	7	0.1	9
Cc1ccc(C(=O)Nc2ccccc2Sc2ccccc2)cc1	30	-1.7	-18	7	-1.7	0	-7	-0.4	49
CCc1nnc2n1N=C(c1ccc(-c3ccc(Cl)cc3Cl)o1)CS2	.	-0.4	-2	9	2.9	-9	-2	0.2	.
Cc1cc(=O)n2nc(N3CCC(C(=O)NCc4cccnc4)CC3)sc2n1	-5	1.0	-11	-1	1.5	10	4	0.0	-5
CC(O)CNC(=O)C1CCN(Cc2ccc(OCc3ccccc3)cc2)CC1 (configuration not stated)	-5	-0.4	-8	2	1.0	-5	-1	0.3	-2

Rewritten with two lines to a compound: 4 of the compounds above.
The line under a structure holds: CHOP inhibitor | zfTRPN1 agonist | S1P4 antagonist | NPY Y1 blocker | S1P4 ag | NPY1 pot ag | NPY-Y2 PAM-ag | TRPML3 agonist | EP2 modulator
> C=CCC1S/C(=N/N=C/c2cccs2)NC1=O (configuration not stated)
→ 2 | 0.4 | -9 | -3 | 1.0 | 3 | -5 | -0.2 | 22
> CCCN1CNC(=S)N(c2ccccc2C)C1
→ 6 | -0.4 | -22 | 7 | 1.4 | 6 | 5 | -0.3 | 10
> O=C(Nc1nccs1)C(c1ccccc1)N1CCCC1 (configuration not stated)
→ 7 | -0.5 | -17 | 4 | 3.1 | 21 | 1 | 0.8 | 10
> CC(C)(C)NC(=O)c1ccccc1NC(=O)C1CCCO1 (configuration not stated)
→ -1 | 0.4 | 5 | -7 | -0.8 | -15 | -16 | 0.7 | -3

Four entries from above, ordered by the value under NPY Y1 blocker, rising:
compound	NPY Y1 blocker
CC(O)CNC(=O)C1CCN(Cc2ccc(OCc3ccccc3)cc2)CC1 (configuration not stated)	2
CC(=O)N1CCN=C1SCc1ccccc1F	3
CCc1nnc2n1N=C(c1ccc(-c3ccc(Cl)cc3Cl)o1)CS2	9
Cc1c(C(=O)Nc2ccc3c(c2)OCCO3)sc2nc(-c3ccccc3)cn12	20

(list continues)
SMILES	CHOP inhibitor	zfTRPN1 agonist	S1P4 antagonist	NPY Y1 blocker	S1P4 ag	NPY1 pot ag	NPY-Y2 PAM-ag	TRPML3 agonist	EP2 modulator
CCN1C(c2ccc(F)cc2)=CS/C1=C(\C#N)c1nnc2n1-c1ccccc1SC2	-29	0.2	6	4	0.5	-13	4	-1.1	-37
CC(C)C(=O)Nc1nnc(NC(=S)Nc2ccccc2)s1	-35	-1.7	-2	-4	-0.2	23	13	0.4	-50
O=C(CSc1ccc(-c2ccccn2)nn1)NC1CCCCC1	17	0.4	0	0	-3.4	-10	-6	1.1	-14
COc1ccc(N(C(=O)CNC(=O)c2cccs2)C(C(=O)NCC2CCCO2)c2ccccc2)cc1OC (configuration not stated)	31	0.1	-30	-1	1.8	19	10	0.5	15
CCOC(=O)C(C)Oc1ccsc1C(=O)OC (configuration not stated)	13	0.5	-2	-3	-1.0	19	-4	0.1	26
Cn1nccc1NC(=O)CC1(CC(=O)O)CCCCC1	-10	0.5	-1	.	0.4	9	7	1.1	23
NC(=O)c1ccc(NC(=O)COC(=O)C2(c3cccc(F)c3)CCCC2)cc1	21	3.3	-28	3	1.3	28	13	0.3	-62
COc1ccc2[nH]c3c(=O)n(Cc4ccncc4)cnc3c2c1	4	0.8	-4	.	0.0	11	-8	-0.7	-27
Brc1ccc(-c2cn3c(n2)CCc2ccc4cccnc4c2-3)cc1	.	-0.3	-13	-7	-0.9	-29	-12	-0.3	28
CC1(C)C(C#N)=C(N)OC2=C1C(=O)CCC2	26	0.9	5	2	1.2	8	7	1.1	-11
Cc1ccc(C2CC(c3ccccc3C)n3nc(N)nc3N2)cc1 (configuration not stated)	1	5.8	-15	13	0.4	-8	-1	0.8	0
c1cc2nnnn2nc1N1CCCCCC1	28	0.3	-1	2	-0.9	8	5	1.4	4
CC(C)CC(=O)NS(=O)(=O)c1ccc(N)cc1	9	0.4	-2	-7	1.1	-29	-15	1.1	27
O=C(Nc1nnc(Cc2ccc(Cl)cc2)s1)c1ccncc1	3	-0.2	6	.	0.9	-11	-20	0.6	15
Cc1cc(C(=O)OCC(=O)Nc2ccc(S(=O)(=O)N3CCOCC3)cc2)c(C)o1	13	0.0	-11	1	0.2	9	15	0.3	-6
O=C(C1CCC1)N1CCc2cc(S(=O)(=O)NC3CCCC3)ccc21	41	1.7	2	4	-1.1	-5	-12	1.1	20
COc1cc(OC)cc(C(=O)Nc2ccccc2N2CCOCC2)c1	3	-0.4	11	3	-0.4	1	3	0.3	8
COc1ccc(C(=O)Nn2cnc3scc(-c4cccs4)c3c2=O)c(O)c1	52	-1.4	17	-1	0.3	13	1	-0.1	-32
COc1cccc2sc(N3CCN(c4nc5ccccc5s4)CC3)nc12	80*	0.3	-20	-1	2.8	26	20	0.2	5
COc1cc([N+](=O)[O-])cc2sc(NC(=O)c3c(F)cccc3F)nc12	14	-0.2	-10	-3	-0.5	12	16	0.8	-26
O=C(Nc1cccc(Cl)c1)Nc1ccccc1-n1ccnc1	10	0.6	-1	-1	3.3	9	0	0.0	-48
CCCOc1ccc(N2C(=O)CC(N3CCN(C(=O)c4ccco4)CC3)C2=O)cc1 (configuration not stated)	5	-1.2	-30	-1	3.6	10	15	0.5	1
CCOc1ccc(OCC)c(NC(=O)C2CCCN(S(=O)(=O)c3c(C)noc3C)C2)c1 (configuration not stated)	-12	1.1	-9	2	1.1	15	8	0.8	16
CCC(C)C(NC(=O)OC(C)(C)C)C(=O)NC(C(=O)N1CCCC1C(N)=O)C(C)CC (configuration not stated)	2	0.2	-3	6	2.6	-2	5	0.1	12
CCCN(CCC)CCNC(=O)C1CCCN(S(=O)(=O)c2ccc3c(c2)oc(=O)n3C)C1 (configuration not stated)	5	1.6	-8	4	0.7	7	5	0.2	-8
(continued)
SMILES	CHOP inhibitor	zfTRPN1 agonist	S1P4 antagonist	NPY Y1 blocker	S1P4 ag	NPY1 pot ag	NPY-Y2 PAM-ag	TRPML3 agonist	EP2 modulator
COc1ccc(NS(=O)(=O)c2ccc3nc(COc4ccc5ccccc5c4)[nH]c3c2)cc1	56	1.2	-9	2	-0.7	2	12	0.1	-9
COc1ccc(Br)cc1CN1CCCCCCC1	21	1.1	-1	22*	2.8	-31	-25	-0.2	38
COc1ccc2ncc(S(=O)(=O)c3ccccc3)c(N3CCN(c4ccccc4)CC3)c2c1	13	-1.6	-19	0	1.1	-10	4	0.1	47
CN(C)Cc1nc2ccccc2c(=O)n1Cc1nc(C(C)(C)C)cs1	13	-1.3	10	-2	-0.7	-18	15	-0.6	31
Nc1nc(C23CC4CC(CC(C4)C2)C3)cs1	21	1.5	9	3	0.7	13	27	3.1	26
CCOC(=O)C1CCN(CC(O)COc2ccc(C(C)=O)cc2)CC1 (configuration not stated)	-7	1.6	-2	4	-1.9	-8	-3	0.5	9
Cc1ccccc1-n1nc(C)c2cc(C(=O)N3CCOCC3)sc21	13	0.1	-9	1	0.1	9	3	0.1	-6
COC(=O)c1sc2cc(C(F)(F)F)cnc2c1-c1cccnc1	0	1.2	1	1	4.1	-7	3	-0.2	14
CCOc1ccc2nc(CN3CCN(Cc4ccsc4)C(CCO)C3)ccc2c1 (configuration not stated)	7	-2.2	-16	1	-0.8	2	9	-0.5	-71

Some values from the list.
In NPY1 pot ag, COc1ccc2ncc(S(=O)(=O)c3ccccc3)c(N3CCN(c4ccccc4)CC3)c2c1 reads -10
In TRPML3 agonist, COc1ccc(NS(=O)(=O)c2ccc3nc(COc4ccc5ccccc5c4)[nH]c3c2)cc1 reads 0.1
